Screening data from PubChem BioAssay.
BioA inh = BioA (M. tuberculosis) enzyme inhibition; purified M. tuberculosis BioA enzyme, plate reader; inhibition, % at 9.99 µM; hit rate 0.096% among 360,000; AID 602481; in the data active means inhibition above about 40%
BH1578 lux ind = quorum light induction in luxS cqsA deficient V. cholerae; hit rate 0.16% among 350,000; V. cholerae BH1578 lux reporter, luminescence, 6 h; activation, % at 18.7 µM; in the data active means activation mostly above about 9.7%, no sharp cut-off; further: not every result past the cut was called active; inactives centre near 0; reference of the scale not given here
UGM FP inh = blocks M. tuberculosis UGM enzyme; inhibition, % at 10 µM; purified UGM, fluorescence polarization probe displacement; hit rate 0.06% among 320,000; P9WIQ1; AID 504406; in the data active means inhibition above about 10%, passing the limit was not always enough
TcdB GH inh = blocks C. difficile toxin B glycohydrolase activity. hit rate 0.24% among 350,000. TcdB glycohydrolase enzymatic assay, plate reader. P18177. inhibition, % at 9.99 µM; in the data active means inhibition above about 10%
FBA Mtb inh = inhibits M. tuberculosis FBA enzyme; P9WQA3; purified M. tuberculosis FBA, fluorescence read-out; inhibition, % at 1 µM; hit rate 2.3% among 360,000; AID 588726; in the data active means inhibition above about 27%;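 further: 0% = vehicle and 100% = reference inhibitor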
Y pestis TopoI = Y. pestis Topo-I inhibition via cleavage products; Y. pestis Topo-I cleavage product accumulation, plate reader; activity, % at 10 µM; hit rate 0.064% among 360,000; AID 504884; in the data active means activity above about 50%, passing the limit was not always enough; further: inactives centre near 2
GDH-TPI counter = counter-screen for M. tuberculosis FBA inhibitors: GDH-TPI coupled enzymes; GDH-TPI coupled enzyme counterscreen, NADH absorbance; inhibition, % at 4.8 µM; hit rate 1.2% among 360,000; AID 588335; in the data active means inhibition above about 30%;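 further: 0% = DMSO wells and 100% = wells lacking the enzyme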
PfHsp40 yeast = compounds rescuing yeast from Plasmodium falciparum HSP40 toxicity; growth rescue, % at 12.5 µM; hit rate 0.68% among 340,000; S. cerevisiae expressing PfHsp40, growth rescue, ATP luminescence; in the data active means growth rescue above about 28%, passing the limit was not always enough;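 further: yeast W303a lacking pdr1 and pdr3 grown in galactose medium; growth measured after three days at 30 °C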
FadD28 FP inh = blocks FadD28 binding to the bisubstrate probe | fluorescence polarization | inhibition, % at 12.5 µM | hit rate 0.22% among 360,000 | AID 588549; in the data active means inhibition above about 8.5%, passing the limit was not always enough
* = called active by the depositor; i = inactive; . = not tested or not shown. Not a hit list; about 4.6% have a hit in one of these screens.

cpd	Molecule	BioA inh	FBA Mtb inh	FadD28 FP inh	TcdB GH inh	PfHsp40 yeast	Y pestis TopoI	BH1578 lux ind	GDH-TPI counter	UGM FP inh
1	CC(C)OC(=O)CSc1nnc2c3ccccc3n(C)c2n1	.	-1.6	-1.6	1.1	0.2	0.9	0.0	14.7	-0.5
2	COc1ccc(CN2CCCC(C(=O)c3ccc(Cl)cc3)C2)c(O)c1 (centres undefined)	-2.9	-2.0	-2.2	0.7	2.6	-3.6	-0.8	-1.1	-1.0
3	CC(C(=O)Nc1nccs1)N1C(=O)C2CC=CCC2C1=O (centres undefined)	-0.9	2.0	0.2	.	-0.7	0.9	5.0	8.7	-2.6
4	CCOC(=O)Cc1csc(NC(=O)c2c(O)c3c(n(CC(C)C)c2=O)CCCC3)n1	.	1.6	-3.2	-0.4	0.6	-1.9	-0.3	3.2	-1.2
5	Cc1ccc(NC(=O)OCc2cncs2)cc1	0.5	0.1	-2.6	-0.6	-0.1	4.5	i	-6.4	-0.3
6	CC(=O)Nc1ccc(-n2c(C)ccc2-c2ccccc2)cc1	1.6	1.2	-0.5	2.4	.	-0.9	-0.6	0.4	3.2
7	CC(NC(=O)CCSc1nc(-c2ccco2)cc(C(F)(F)F)n1)c1ccccc1 (centres undefined)	0.3	13.0	-7.2	.	2.0	16.5	-2.1	3.8	3.4
8	Cc1ccc(NC(=O)[C@H](C)NC(=O)C2CCN(C(=O)[C@@H](NC(=O)OC(C)(C)C)C(C)C)CC2)cc1	-0.9	3.7	-1.3	0.5	-0.8	-0.1	-0.9	-8.0	0.7

Next section.
cpd	Molecule	BioA inh	FBA Mtb inh	FadD28 FP inh	TcdB GH inh	PfHsp40 yeast	Y pestis TopoI	BH1578 lux ind	GDH-TPI counter	UGM FP inh
9	Cc1ccc(-n2nc3c(N4CCC(C(=O)NCc5ccc(C)o5)CC4)nnc(C)c3c2C)cc1	20.3	2.1	-1.8	1.4	-0.3	19.4	i	14.4	3.2
10	O=Cc1ccccc1Oc1nc(N2CCOCC2)nc(N2CCOCC2)n1	.	-0.2	-1.1	-2.9	-0.7	-2.8	i	9.2	0.2
11	Nc1nc(CSC(=S)N2CCN(c3ccccc3)CC2)nc(Nc2ccccc2)n1	-1.5	0.2	-0.5	.	2.4	2.6	i	8.5	2.2
12	CCC1(C)Cc2ccccc2-c2c1c(=O)n(Cc1ccccc1)c1nnnn21 (centres undefined)	-0.9	5.0	-0.5	.	0.9	-6.2	-0.1	0.0	2.7
13	COC(=O)c1cn(NC(=O)COc2ccc(Cl)cc2)c(=O)c2ccccc12	-1.3	4.3	-1.1	.	0.8	0.6	-0.3	-0.6	-0.8
14	Cc1ccc(CN2CCN(CC(=O)N/N=C/c3c[nH]c4ccccc34)CC2)cc1	0.2	-0.8	-1.1	.	-2.1	4.4	0.6	8.1	0.2
15	Cc1cc(C(=O)C[N+]23CCN(CC2)CC3)c(C)n1-c1ccc(Br)cc1	.	2.5	-0.4	0.4	0.0	-9.9	-0.3	0.0	-0.9
16	O=c1[nH]c(/C(Cl)=C/c2cccc(C(F)(F)F)c2)nc2cc(Cl)ccc12	.	6.5	-2.8	.	-0.7	-1.5	2.0	-2.2	.

Additional structures:
cpd	Molecule	BioA inh	FBA Mtb inh	FadD28 FP inh	TcdB GH inh	PfHsp40 yeast	Y pestis TopoI	BH1578 lux ind	GDH-TPI counter	UGM FP inh
17	CNC(=S)NNC(=O)c1cccc(N(C)C)c1	.	7.2	-1.0	-0.6	-2.8	1.1	i	3.5	-1.1
18	Cc1ccc2nc(CSc3nnc(Nc4ccccc4C)s3)cc(=O)n2c1	0.8	0.5	-2.2	0.7	-1.4	19.7	-3.8	5.3	1.4
19	CC(=O)Nc1cc(-c2ccoc2)cn2c(-c3ccccc3)cnc12	1.9	5.2	-2.8	-0.1	.	3.0	i	19.1	.
20	O=C(/C=C/c1ccccc1)C1C(=O)c2ccccc2C1=O	.	-2.7	0.2	.	0.5	-5.5	i	10.5	4.0
21	O=C(CN1CCOCC1)Nc1ccc2c(c1)OC(F)(F)O2	0.7	-0.8	-0.8	1.0	-0.5	6.9	-0.1	1.9	3.0
22	CCOC(=O)C1=C(c2ccccc2)Nc2ncnn2C1c1cc(OC)ccc1OC (centres undefined)	.	-1.1	-0.2	.	0.9	-5.6	-0.2	9.9	1.1
23	O=C(c1cc(-c2cccnc2)nc2ccc(Cl)cc12)N1CCC2(CC1)OCCO2	-1.8	0.9	-0.8	.	-1.0	-2.4	-0.6	18.5	2.2
24	CC(NCCc1ccc(S(N)(=O)=O)cc1)C(=O)NCCc1ccc(F)cc1 (centres undefined)	-1.0	0.0	.	0.7	-0.3	-0.5	i	7.6	-2.3

A draw from above in order of number of heavy atoms, smallest number first:
cpd	Molecule	BioA inh	FBA Mtb inh	FadD28 FP inh	TcdB GH inh	PfHsp40 yeast	Y pestis TopoI	BH1578 lux ind	GDH-TPI counter	UGM FP inh
17	CNC(=S)NNC(=O)c1cccc(N(C)C)c1	.	7.2	-1.0	-0.6	-2.8	1.1	i	3.5	-1.1
19	CC(=O)Nc1cc(-c2ccoc2)cn2c(-c3ccccc3)cnc12	1.9	5.2	-2.8	-0.1	.	3.0	i	19.1	.
16	O=c1[nH]c(/C(Cl)=C/c2cccc(C(F)(F)F)c2)nc2cc(Cl)ccc12	.	6.5	-2.8	.	-0.7	-1.5	2.0	-2.2	.
18	Cc1ccc2nc(CSc3nnc(Nc4ccccc4C)s3)cc(=O)n2c1	0.8	0.5	-2.2	0.7	-1.4	19.7	-3.8	5.3	1.4
12	CCC1(C)Cc2ccccc2-c2c1c(=O)n(Cc1ccccc1)c1nnnn21 (centres undefined)	-0.9	5.0	-0.5	.	0.9	-6.2	-0.1	0.0	2.7
23	O=C(c1cc(-c2cccnc2)nc2ccc(Cl)cc12)N1CCC2(CC1)OCCO2	-1.8	0.9	-0.8	.	-1.0	-2.4	-0.6	18.5	2.2
4	CCOC(=O)Cc1csc(NC(=O)c2c(O)c3c(n(CC(C)C)c2=O)CCCC3)n1	.	1.6	-3.2	-0.4	0.6	-1.9	-0.3	3.2	-1.2
8	Cc1ccc(NC(=O)[C@H](C)NC(=O)C2CCN(C(=O)[C@@H](NC(=O)OC(C)(C)C)C(C)C)CC2)cc1	-0.9	3.7	-1.3	0.5	-0.8	-0.1	-0.9	-8.0	0.7

Going on with the list:
cpd	Molecule	BioA inh	FBA Mtb inh	FadD28 FP inh	TcdB GH inh	PfHsp40 yeast	Y pestis TopoI	BH1578 lux ind	GDH-TPI counter	UGM FP inh
25	Cc1cc(=O)oc2c(CN3CCN(C)CC3)c(O)c(Cl)cc12	0.3	.	1.4	0.3	-1.3	1.1	.	29.5	1.1
26	CCN(CC)CCSc1nnc2c3cc(F)ccc3n(Cc3ccccc3)c2n1	.	-2.7	-3.4	1.1	-2.1	-4.4	i	-2.5	0.4
27	COc1cccc(CSc2nnc(-c3ccncc3)n2C)c1	1.8	-0.4	-2.1	0.6	-0.3	0.0	i	6.4	0.8
28	Cc1ccc(F)c(CNC(=O)C2CCC(=O)N(Cc3ccccn3)C2)c1F (centres undefined)	-0.8	0.1	0.1	-4.0	-0.2	8.2	-0.2	-3.0	0.6
29	CCCCn1nc(C)c(C(=O)O)c1Cl	.	0.8	-1.9	1.0	-0.5	9.1	-0.7	-3.9	-0.5
30	CCOC(=O)N1CCN(C(=O)Cn2nc(C)n3nc(-c4ccccc4)cc3c2=O)CC1	-2.9	3.2	-1.1	2.6	-0.3	4.0	i	13.8	5.2
31	CCn1cc(/C=N\NC(=O)c2ccc(F)cc2)cn1	.	3.3	-1.1	.	-1.0	-2.7	i	1.8	-0.7
32	OC1CCCN(c2c3c(nc4cc(-c5cccc(Cl)c5)nn24)CCC3)C1 (centres undefined)	-1.7	4.2	-0.8	.	0.1	21.8	-6.9	23.1	3.9

Down the list, quoted from above:
Entries 15–19 in Y pestis TopoI: -9.9, -1.5, 1.1, 19.7, 3.0

Other structures
cpd	Molecule	BioA inh	FBA Mtb inh	FadD28 FP inh	TcdB GH inh	PfHsp40 yeast	Y pestis TopoI	BH1578 lux ind	GDH-TPI counter	UGM FP inh
33	CC1(C(=O)Nc2cnc3ccccc3c2)CCN1Cc1ccc2ccccc2c1 (centres undefined)	-0.3	-2.9	-7.9	0.2	.	10.9	-1.1	9.7	.
34	COc1cccc(N2CCN(C(=O)c3cc(-c4ccccc4)nc4c3cnn4C(C)C)CC2)c1	-0.7	2.2	-1.6	1.0	0.0	24.9	i	6.7	0.2
35	Clc1cccc(Cc2c(C3CCCCC3)nc3ccc(Br)cn23)c1	0.1	1.4	-2.8	1.7	.	.	.	.	.
36	CCCn1c(Cc2ccccc2)nnc1SCC(=O)N1CCOCC1	-0.4	0.3	-2.0	.	0.0	-6.4	3.7	-13.3	-0.2
37	COc1ccc(C2(c3ccc(OC)cc3)NC(=O)N(CC(=O)N(C)C3CCC(C)CC3)C2=O)cc1 (centres undefined)	-1.0	-1.6	-2.2	-0.8	0.9	16.4	-0.7	12.6	2.3
38	O=C(C1CC1)N1CCc2sccc2C1c1ccc(Cl)cc1 (centres undefined)	.	-2.9	-3.6	1.4	-0.7	6.7	-0.4	-8.8	4.7
39	COc1cc(/C=N\n2cnnc2)ccc1OCC(=O)Nc1ccc(C)cc1	-2.1	-0.2	-4.4	.	-1.3	4.2	i	10.2	-0.9
40	O=C(O)[C@H]1CCCC[C@H]1C(=O)Nc1ccc(S(=O)(=O)N2CCCCC2)cc1	-1.4	-0.7	-3.0	-1.3	-0.1	4.5	i	0.7	0.2

(continued)
cpd	Molecule	BioA inh	FBA Mtb inh	FadD28 FP inh	TcdB GH inh	PfHsp40 yeast	Y pestis TopoI	BH1578 lux ind	GDH-TPI counter	UGM FP inh
41	Cc1ccc(S(=O)(=O)c2cc3ccccc3oc2=Nc2ccc3c(c2)OCO3)cc1	.	0.4	-3.6	.	-0.8	-5.0	-0.3	6.6	-1.1
42	CCOc1ccc(NS(=O)(=O)c2ccc(C(=O)NCC(c3ccco3)N(C)C)cc2)cc1 (centres undefined)	-0.5	-1.9	-4.2	1.6	0.2	9.0	-0.4	0.0	4.2
43	O=C(Nc1ccccn1)c1cc2ccccc2cc1O	-0.2	-6.1	-3.3	.	-1.2	1.6	-0.5	-10.3	0.8
44	O=C(CCC(=O)OC(C(=O)c1ccccc1)c1ccccc1)Nc1ccccc1 (centres undefined)	-0.9	0.4	-0.1	.	1.0	-7.3	i	15.8	-2.1
45	Cc1c(Cl)cccc1NC(=S)NNc1ncc(C(F)(F)F)cc1Cl	7.1	-1.4	-2.4	.	-0.5	-1.7	i	6.1	0.2
46	O=C(c1cc(-c2ccc(O)cc2)on1)N1CCN(c2ccccc2)CC1	0.3	-3.1	-0.9	-0.6	7.3	13.6	-0.5	4.2	0.6
47	O=C(c1ccnc(Cl)c1)N1CCCC(N2CCN(c3ccccc3F)CC2)C1 (centres undefined)	0.8	-1.0	0.7	1.3	-0.5	18.7	-0.3	0.4	-0.8
48	COc1cc(/C=N/NC(=O)c2ccc3nc[nH]c3c2)cc(OC)c1OC(C)=O	-0.6	-1.7	-6.3	-8.7	.	-2.8	-0.1	9.7	.

Continuation:
cpd	Molecule	BioA inh	FBA Mtb inh	FadD28 FP inh	TcdB GH inh	PfHsp40 yeast	Y pestis TopoI	BH1578 lux ind	GDH-TPI counter	UGM FP inh
49	O=C(Nc1nnc(CCc2ccccc2)s1)c1ccccc1F	0.4	-0.5	-3.1	-3.6	4.2	10.6	i	14.0	1.6
50	O=C1NN(c2ccccc2)C(=O)/C1=C/c1coc2ccccc2c1=O	.	-4.4	2.5	.	2.9	-9.3	-0.2	9.3	1.9
51	O=C(NCC(c1ccco1)N1CCc2ccccc2C1)c1ccc(Cl)c([N+](=O)[O-])c1 (centres undefined)	1.1	-2.1	-4.0	1.4	0.8	-0.6	0.8	4.6	-0.7
52	COCCNC(=O)c1ccc(NS(=O)(=O)c2ccc3[nH]c(=O)[nH]c3c2)cc1	-1.5	-1.0	-1.7	1.1	-2.0	1.8	i	-0.7	-2.1
53	CCN(CC(=O)Nc1ccccc1OC)C(=O)c1ccccc1Sc1ccccc1C#N	0.7	-1.7	-3.6	0.0	1.4	16.9	i	-6.3	1.5
54	CCOC(=O)c1cnc(SC)nc1Sc1ccc(Cl)cc1Cl	-1.7	0.9	-2.8	.	0.7	-0.9	-0.2	9.2	-0.1
55	O=C(COC(=O)c1cnc(Cl)c(Cl)c1)NC1CCCC1	-1.6	3.1	-1.5	0.3	.	3.5	9.1	10.0	.
